Compound activity (PubChem BioAssay)
KCNK3 block: human KCNK3 channel inhibition, primary screen. CHO-KCNK3 thallium flux, FluxOR fluorescence; stronger effect = lower value. B-score at 10 µM. actives 0.84% (n = 340,000). AID 602410;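 active = B-score under library mean minus 4 SD, starting fluorescence ratio at most library mean plus 5 SD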;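 note: more negative B-score means stronger inhibition of thallium flux through KCNK3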
TMEM16A act: mouse TMEM16A channel activation, primary screen | Q8BHY3 | HEK293 TMEM16A/YFP-H148Q/I152L, iodide quench fluorescence; stronger effect = lower value | B-score at 10 µM | actives 0.3% (n = 340,000) | AID 623877;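 active = fluorescence-ratio B-score plate-corrected deviation score at least 3 library SD below zero, with starting fluorescence score within 5 deviations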;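 note: channel opened by trigger with iodide after compound preincubation; score built on the fluorescence ratio of max minus min over baseline; more negative score means more quench and so TMEM16A activation or potentiation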
RGS4 inh: inhibitors of human RGS4; AID 463165; B-score at 10 µM; actives 0.45% (n = 310,000); P49798; HEK293 M3R/RGS4 inducible, Fluo-4 calcium flux; stronger effect = higher value; triggered by carbachol at its EC20;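 active = B-score, a plate-corrected calcium signal, over three deviations above library mean, with baseline fluorescence within five deviations of library mean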;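 note: RGS4 expression induced by doxycycline in cells with stable M3 receptor; B-score is computed from the integrated fluorescence ratio over baseline after carbachol; higher B-score means a larger calcium signal and so more RGS4 inhibition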
Target sequence (P49798 whole entry, looked up): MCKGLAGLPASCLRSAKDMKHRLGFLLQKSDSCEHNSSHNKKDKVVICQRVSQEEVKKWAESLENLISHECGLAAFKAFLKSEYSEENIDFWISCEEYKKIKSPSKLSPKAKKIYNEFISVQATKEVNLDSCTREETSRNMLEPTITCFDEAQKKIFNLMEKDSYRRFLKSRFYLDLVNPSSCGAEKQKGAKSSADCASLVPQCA
KCNQ1 pot: potentiators or activators of human KCNQ1 potassium channel | CHO-K1 KCNQ1, thallium flux FluxOR fluorescence; stronger effect = higher value | actives 0.35% (n = 310,000) | AID 2648 | B-score at 10 µM;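 active = fluorescence ratio B-score, a plate-corrected score, at least three library SD, with initial intensity B-score within 5 SD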
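System: Stable KCNQ1 CHO-K1 line | Incubation: 90 min dye loading and 20 min compound exposure, both at room temperature | Measure: Ratio B score | Medium: Assay buffer for compound exposure, DMSO matched across wells | Compound dosing: Single-concentration screen | Probe or stimulus: K+/Tl+ depolarizing stimulus | Measured by: Kinetic FluxOR fluorescence, 10 s baseline plus 110 s post-stimulus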
KCNQ1 block: blocks the human KCNQ1 potassium channel; P51787; CHO-K1 KCNQ1, FluxOR thallium flux fluorescence; stronger effect = higher value; B-score at 10 µM; actives 1.3% (n = 310,000); AID 2642;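 active = compounds whose thallium flux B-score, printed positive for inhibition, exceeds three library SD while starting fluorescence stays within three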;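 note: channel opened by potassium depolarization with thallium stimulus after 20 min compound exposure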
KCNK9 block: inhibitors of human KCNK9 two-pore domain potassium channel | HEK293 KCNK9, FluxOR thallium flux fluorescence; stronger effect = lower value | B-score at 10 µM | actives 1.2% (n = 310,000);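 active = ratio B-score over 3 SD below the library mean, with starting fluorescence within 5 SD of its mean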;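 note: negative B-score means less thallium flux so channel inhibition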
Target sequence (Q9NPC2 whole entry, looked up, the tested form may be a part): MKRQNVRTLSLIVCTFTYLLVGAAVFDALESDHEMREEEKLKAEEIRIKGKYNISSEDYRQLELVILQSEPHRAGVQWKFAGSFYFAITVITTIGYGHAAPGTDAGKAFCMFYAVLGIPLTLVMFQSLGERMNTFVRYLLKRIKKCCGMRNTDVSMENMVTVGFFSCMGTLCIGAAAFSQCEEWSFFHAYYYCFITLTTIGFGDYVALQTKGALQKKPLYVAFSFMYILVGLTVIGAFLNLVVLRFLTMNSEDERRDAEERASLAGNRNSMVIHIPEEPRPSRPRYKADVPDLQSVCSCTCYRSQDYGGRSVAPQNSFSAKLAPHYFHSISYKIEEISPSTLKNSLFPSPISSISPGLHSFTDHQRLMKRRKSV
TMEM16A inh: mouse TMEM16A channel inhibition, primary screen. Q8BHY3. HEK293 TMEM16A/YFP iodide influx fluorescence, ionomycin. normalized B-score (activity score, 25-100; higher = stronger inhibition) at 10 µM. actives 1.2% (n = 310,000). AID 588511;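 active = ratio plate-corrected score three or more library SD toward inhibition, starting fluorescence score within five deviations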;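 note: score derived from kinetic fluorescence span divided by baseline fluorescence per well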
hERG protect: compounds protecting human hERG from proarrhythmic drug block | Q12809 | CHO-hERG, FluxOR thallium flux, dofetilide IC70 present | activation (rescue from dofetilide block), less the hit threshold, % at 10 µM | actives 0.51% (n = 310,000) | AID 1511;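 active = activation above the mean of controls blocked by dofetilide plus 5 SD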;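 note: thallium influx through hERG after potassium depolarization seen as dye fluorescence rise; in these data hits start at about 4.7%; inactives centre near -7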
MrgX1 ag: agonists of human MrgX1 receptor. Q96LB2. MrgX1-HEK293 cells, Fluo-4 calcium fluorescence, agonist mode; stronger effect = higher value. B-score at 10 µM. actives 0.44% (n = 310,000). AID 588627;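 active = calcium response B-score plate-corrected fluorescence ratio at least 3 library SD, with starting fluorescence B-score inside 5 SD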
Target sequence (Q96LB2 whole entry, looked up): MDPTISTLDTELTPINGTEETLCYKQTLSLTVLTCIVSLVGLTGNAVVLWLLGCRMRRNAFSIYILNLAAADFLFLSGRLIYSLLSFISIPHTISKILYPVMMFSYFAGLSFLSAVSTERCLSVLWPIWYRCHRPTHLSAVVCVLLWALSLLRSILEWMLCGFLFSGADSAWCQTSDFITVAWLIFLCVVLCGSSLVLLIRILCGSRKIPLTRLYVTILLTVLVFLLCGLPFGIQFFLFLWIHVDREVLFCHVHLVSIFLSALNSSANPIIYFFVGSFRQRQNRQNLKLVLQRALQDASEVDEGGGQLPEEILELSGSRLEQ
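times = overnight plating, then 30 min 37 °C plus 30 min room-temperature dye loading | assay system = stable human MrgX1 HEK293 cell line | input = fifteen thousand cells per well | signal = kinetic calcium dye fluorescence, Fluo-4 NW | dosing = compound delivered in addition one of three | read-out = B-scored fluorescence response ratio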
RGS4 act: potentiators or activators of RGS4. HEK293 M3R/inducible RGS4, carbachol calcium flux Fluo4; stronger effect = lower value. B-score at 10 µM. actives 0.92% (n = 310,000). AID 463111;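 active = B-score of the integrated calcium signal more than 4 SD below the library mean, with starting fluorescence not abnormally high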;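 note: negative B-score means reduced calcium response which marks RGS4 activation or potentiation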
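System: HEK293 FlpIn-TREx cells, stable M3R, doxycycline-inducible RGS4. Timing: overnight RGS4 induction, 30 min dye load 37 °C, 20 min compound RT. Also added: carbachol, ECmax concentration. Measured by: Fluo4 fluorescence kinetic imaging of calcium. Evaluation: integrated calcium ratio converted to B score.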
MrgX1 allo act: allosterically activates human MrgX1 receptor signaling; actives 0.63% (n = 310,000); B-score at 10 µM; MrgX1-HEK293, Fluo-4 calcium flux, FDSS; stronger effect = higher value;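 active = plate-corrected calcium response at least 3 library SD above typical, normal starting fluorescence, not activating the receptor alone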;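 note: compound read alongside a low EC10 to EC30 dose of BAM8-22 agonist; peak minus trough fluorescence over baseline measured at the second addition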
An asterisk follows results filed as active; i = inactive; x = no result given. Hits appear at their usual frequency, and some 6.3% of all compounds hit somewhere here.

entry	structure	KCNK3 block	TMEM16A act	RGS4 inh	KCNQ1 pot	KCNQ1 block	KCNK9 block	TMEM16A inh	hERG protect	MrgX1 ag	RGS4 act	MrgX1 allo act
1	O=C(CNC1CCCCC1)N1CCc2ccccc2C1	i	i	i	i	i	i	i	-5	i	i	i
2	CCOc1cc(C(=S)N2CCOCC2)ccc1OS(=O)(=O)c1ccc(NC(C)=O)cc1	i	i	i	i	i	i	i	-12	i	i	i
3	Cc1cc(C(=O)O)c(C)n1-c1ccccc1	i	i	i	i	i	i	i	2	i	i	i
4	CCN(CC)C(=O)CN(C#N)c1nc(OC)nc(N(C)C)n1	i	i	i	i	i	i	i	-7	i	i	i
5	O=C(CC(=O)c1ccccc1)Nc1ccccc1C(F)(F)F	i	i	i	i	i	i	i	-7	i	i	i
6	CN(C)c1ccc(S(=O)(=O)NCC(=O)OCC(=O)Nc2cc(Cl)cc(Cl)c2)cc1[N+](=O)[O-]	i	i	i	i	i	i	i	-17	i	i	i
7	O=C(N[C@@H](Cc1c[nH]c2ccccc12)C(=O)O)C1CCN(S(=O)(=O)c2cccs2)CC1	i	i	i	i	i	i	i	-4	i	i	i
8	O=C(CSc1nnc(-c2cccnc2)o1)Nc1cccc(Cl)c1	i	i	i	i	i	i	i	-5	i	i	i
9	O=C(Nc1cccc2cccnc12)c1cccc([N+](=O)[O-])c1	i	i	i	i	i	i	i	-9	i	i	i
10	O=C(N/N=C/c1coc2ccc(Cl)cc2c1=O)c1cc(O)cc(O)c1	i	i	i	i	i	i	i	-21	i	i	i
11	COCCNC(=O)C(OC(=O)c1nsc(Cl)c1Cl)C(C)C (stereo not drawn)	i	i	i	i	i	i	i	-3	i	i	i
12	N#C/C(=C/c1ccc(-c2ccccc2[N+](=O)[O-])o1)C(=O)NCCN1CCCCC1	i	i	i	i	i	i	i	-3	i	i	i
13	CCC(C)CCN1C(N(C)C)=NC[C@@H]1Cc1ccccc1 (stereo partly drawn)	i	i	x	x	x	x	i	x	i	x	i
14	Cc1ccc(CNc2nc3c([nH]2)c(=O)n(C)c(=O)n3C)cc1	i	i	i	i	i	i	i	-8	i	i	i
15	COc1ccccc1N(CN1CCCC1=O)C(=O)COc1ccccc1	i	i	i	i	i	i	i	-18	i	i	i
16	CC(=O)n1cc([C@@H]2C=C(C(=O)N3CCN(Cc4ccc5c(c4)OCO5)CC3)O[C@H](OCCCCO)C2)c2ccccc21	i	i	i	i	i	i	i	-15	i	i	i
17	O=C(CSc1nc(-c2ccccc2)nc2c1CCCC2)N1CCOCC1	i	i	i	i	i	i	i	-7	i	i	i
18	O=C(Nc1ccc(S(=O)(=O)N2CCOCC2)cc1)C1CC(=O)N(c2ccc(F)cc2)C1 (stereo not drawn)	i	i	i	i	i	i	i	-10	i	i	i
19	Cc1ccc(C(=O)N/N=C\c2cccs2)cn1	i	i	i	i	i	i	i	-8	i	i	i
20	O=C(Nc1ccc2nc3n(c(=O)c2c1)CCCCC3)c1ccccc1Cl	i	i	i	i	i	i	i	-16	i	i	i
21	COc1ccc(C(C)=O)cc1COC(=O)c1cc(C)oc1C	i	-11*	i	i	i	i	i	-7	i	i	i
22	CCOCCCNC(=O)CN1C(=O)COc2ccc(S(=O)(=O)N3CCOCC3)cc21	i	i	27*	i	i	i	i	-11	i	i	i
23	COc1ccc(CNC2CCCc3ccccc32)cc1OC (stereo not drawn)	i	i	i	i	i	i	i	-11	i	i	i
24	COc1ccc(OCCNC(=O)C(c2ccccc2)c2ccccc2)cc1	i	i	i	i	i	i	i	-2	i	i	i
25	COc1ccc(N2CCN(CC(=O)Nc3nc(C)cs3)CC2)cc1	i	i	i	i	i	i	i	-6	i	i	i
26	O=C(NCc1ccc2c(c1)OCO2)C1CCN(S(=O)(=O)c2ccc(F)cc2)CC1	i	i	i	i	i	i	i	-9	i	i	i
27	CCN1CCc2c(OCc3ccc(C)cc3)cccc2C1=O	i	i	i	i	i	i	i	-2	i	i	i
28	O=C(Nc1ccc(N2CCCC2)c(Cl)c1)c1cccnc1	i	i	i	i	i	i	i	-13	i	i	i
29	COc1ccc(N2CCN(C(=O)CCN3C(=O)C4C5C=CC(C5)C4C3=O)CC2)cc1 (stereo not drawn)	i	i	i	i	i	i	i	-8	i	i	i
30	CCC(=O)Nc1c(-c2ccc(C)cc2)c(=O)c2ccccc2n1C	i	x	i	i	i	i	i	-4	i	i	i
31	COc1ccc(C)cc1-n1nnnc1SCC(=O)NC(=O)NCc1ccco1	i	i	x	x	x	x	i	x	i	x	i
32	CCCOP(=O)(OCCC)C(NC(=O)C(C)(C)C)c1ccccc1 (stereo not drawn)	i	i	i	i	i	i	i	-7	i	i	i
33	CCOC(=O)N1CCN(c2c(NCCCOC(C)C)c(=O)c2=O)CC1	i	i	i	i	i	i	i	-7	i	i	i
34	COc1cccc(OC)c1OCCNCCO	i	i	i	i	i	i	i	-8	i	i	i
35	Cc1cccc(Oc2cnn(C(C)(C)C)c(=O)c2Cl)c1	i	i	i	i	i	i	25*	-8	i	i	i
36	CCCN1CCC(NC(=S)Nc2ccc(S(N)(=O)=O)cc2)CC1	i	i	i	i	i	i	i	-13	i	i	i
37	CCCC(=O)N(CCN1CCOCC1)c1nc2c(C)ccc(C)c2s1	i	i	i	i	i	i	i	-8	i	i	i
38	COc1ccc(N2C(=O)C3[C@@H](C2=O)C2(Cl)C(Cl)=C(Cl)C3(Cl)C2(OC)OC)cc1 (stereo partly drawn)	i	i	i	i	i	i	i	-5	i	i	i
39	OC1(Cc2ccccc2)CCNCC1	i	i	i	i	i	i	i	-2	i	i	i
40	Cc1ccc(Cc2cnc(NC(=O)/C(C#N)=C/c3ccc(-c4ccccc4[N+](=O)[O-])o3)s2)cc1	i	i	i	i	i	i	i	-9	i	i	i
41	Cc1ccc(S(=O)(=O)N2CCN(c3ncnc4sccc34)CC2)cc1	i	i	i	i	i	i	25*	-9	i	i	i
42	Cc1ccc(C)c(NC(=O)C2CC(O)CN2C(=O)OCc2ccccc2)c1 (stereo not drawn)	i	i	i	i	i	i	i	-4	i	i	i
43	CC1CCN(C(=O)Cn2cc(S(=O)(=O)CC(=O)N3CCOCC3)c3ccccc32)CC1	i	i	i	i	i	i	i	-10	i	i	i
44	Cc1ccc(C)c(-c2cc(C(=O)NN3CCOCC3)c3ccccc3n2)c1	i	i	i	i	i	i	i	-11	i	i	i
45	COC(=O)c1ccc2c(c1)C(=O)/C(=C/c1ccc(C)cc1)O2	i	i	i	i	i	i	i	-6	i	i	i
46	COc1cc([N+](=O)[O-])cc(/C=N/NC(=O)c2ccc(C)nc2)c1O	i	i	i	i	i	i	i	-4	i	i	i
47	COc1cc(OC)nc(Oc2ccccc2C(=O)Oc2cccc(C)c2)n1	i	i	i	i	i	-9.5*	i	0	i	i	i
48	COc1ccc(/C=N\NC(=O)CNC(=O)C2COc3ccccc3O2)cc1[N+](=O)[O-] (stereo not drawn)	i	i	i	i	i	i	i	-8	i	i	i
49	COc1ccc(S(=O)(=O)N2CCOC2CNC(=O)C(=O)NCCc2ccc(S(N)(=O)=O)cc2)cc1 (stereo not drawn)	i	i	i	i	i	i	i	-7	i	i	i
50	Cc1cccc(N(CC(=O)NC2CCCCC2)C(=O)CCC(=O)Nc2nccs2)c1	i	i	i	i	i	i	i	-6	i	i	i
51	CC1(c2ccc3noc(-c4cccc(F)c4)c3c2)OCCO1	i	i	i	i	i	i	i	-8	i	i	i
52	O=C(CCCCCNc1nc(=S)[nH]c2ccccc12)N1CCN(c2ccccn2)CC1	i	i	i	i	i	i	i	-17	i	i	i
53	Cc1nc(COc2ccccc2Cl)sc1-c1ccnc(N)n1	i	i	i	i	i	i	i	-6	i	i	i
54	O=S(=O)(Nc1ccncc1Cl)c1cccc(Cl)c1Cl	i	i	i	i	i	i	i	-7	i	i	i
55	CC(O)[C@H]1CNC(=O)C(=O)N1CCc1cc(C(F)(F)F)cc(C(F)(F)F)c1 (stereo partly drawn)	i	i	i	i	i	i	i	-15	i	i	i
56	COc1cccc(C(=O)OCCN2CCOCC2)c1	i	i	i	i	i	i	i	-5	i	i	i
57	CCCc1ccc2oc(C(=O)N3CCC(O)CC3)c(C)c2c1	i	i	i	i	i	i	i	-11	i	i	i
58	COCCCn1c(=O)/c(=C\c2cccc(OC)c2OC)s/c1=C(/C#N)C(=O)Nc1ccc(C(=O)O)cc1	i	i	i	i	i	i	i	-10	i	i	i
59	O=C(NC1CCOc2ccccc21)c1ccc(=O)[nH]c1 (stereo not drawn)	i	i	i	i	i	i	i	-2	i	i	i
60	CCN(CC)CCOC(=O)c1ccc(N/C=C(/C#N)c2nc(-c3ccc(OC)cc3)cs2)cc1	i	i	i	i	i	i	i	0	i	i	i

The list goes on.
entry	structure	KCNK3 block	TMEM16A act	RGS4 inh	KCNQ1 pot	KCNQ1 block	KCNK9 block	TMEM16A inh	hERG protect	MrgX1 ag	RGS4 act	MrgX1 allo act
61	COC(=O)c1cc(OC(=O)c2ccc(=O)[nH]c2)cc(C(=O)OC)c1	i	i	i	i	i	i	i	-7	i	i	i
62	N/C(=N\OC(=O)c1ccccc1Cl)c1ccccc1	i	i	i	i	i	i	i	-9	i	i	i
63	CC(=O)C1=C(C)N(Cc2ccccc2)C(=O)N[C@H]1c1cccs1	i	i	i	i	i	i	i	-11	i	i	i
64	CCOc1ccc(CCNC(=O)CCc2nnc3ccc(N4CCOCC4)nn23)cc1OCC	i	i	i	i	i	i	i	-5	i	i	i
65	Cn1nc([N+](=O)[O-])nc1Oc1ccccc1C(=O)N1CCOCC1	i	i	i	i	i	i	i	-7	i	i	i
